rTrxR1 inhibitor: inhibitors of rat thioredoxin reductase 1. O89049. recombinant rTrxR1, NADPH fluorescence consumption, selenite substrate. Potency, µM (doses to about 114 µM), inactives show at the highest dose activity change, negative = inhibition, usual class: inhibitors. actives 1% (n = 390,000); note: % is set by controls: 0 for no effect and ±100 for the full control effect; nearly all actives have a fitted effect of over 65% in size
Target sequence (O89049 whole entry, looked up): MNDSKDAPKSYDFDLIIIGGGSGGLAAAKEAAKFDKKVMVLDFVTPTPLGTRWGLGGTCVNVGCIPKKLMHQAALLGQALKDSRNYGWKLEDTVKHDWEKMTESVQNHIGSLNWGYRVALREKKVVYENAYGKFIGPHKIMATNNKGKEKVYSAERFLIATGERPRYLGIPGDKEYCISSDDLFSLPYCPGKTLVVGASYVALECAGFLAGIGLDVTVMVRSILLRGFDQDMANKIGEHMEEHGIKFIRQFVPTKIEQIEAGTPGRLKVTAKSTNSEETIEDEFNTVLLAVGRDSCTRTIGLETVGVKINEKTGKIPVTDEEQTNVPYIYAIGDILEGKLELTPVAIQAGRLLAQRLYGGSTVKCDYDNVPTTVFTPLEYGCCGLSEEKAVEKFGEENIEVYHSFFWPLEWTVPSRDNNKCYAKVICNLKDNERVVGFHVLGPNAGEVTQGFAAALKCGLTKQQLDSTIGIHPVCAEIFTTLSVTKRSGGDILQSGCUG
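Rat TrxR1 (90 nM in the dispensed reagent) was pre-reduced with 400 uM NADPH for 5 min at room temperature, then incubated with compound for 15 min. After 400 uM selenite was added, NADPH fluorescence (Ex 340/Em 450 nm) was followed for 8 min.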
mIDH1 inhibitor: inhibitors of human mutant IDH1 R132H; actives 0.093% (n = 390,000); IDH1-R132H enzyme, NADPH consumption, diaphorase/resazurin fluorescence; O75874; Potency, µM (series often up to 76.6 µM), without a hit: top-dose activity change, negative = inhibition, most hits filed as inhibitors; note: % is set by controls: 0 for no effect and ±100 for the full control effect; nearly all actives have a fitted effect of over 65% in size
Target sequence (O75874 whole entry R132H, stated change not applied): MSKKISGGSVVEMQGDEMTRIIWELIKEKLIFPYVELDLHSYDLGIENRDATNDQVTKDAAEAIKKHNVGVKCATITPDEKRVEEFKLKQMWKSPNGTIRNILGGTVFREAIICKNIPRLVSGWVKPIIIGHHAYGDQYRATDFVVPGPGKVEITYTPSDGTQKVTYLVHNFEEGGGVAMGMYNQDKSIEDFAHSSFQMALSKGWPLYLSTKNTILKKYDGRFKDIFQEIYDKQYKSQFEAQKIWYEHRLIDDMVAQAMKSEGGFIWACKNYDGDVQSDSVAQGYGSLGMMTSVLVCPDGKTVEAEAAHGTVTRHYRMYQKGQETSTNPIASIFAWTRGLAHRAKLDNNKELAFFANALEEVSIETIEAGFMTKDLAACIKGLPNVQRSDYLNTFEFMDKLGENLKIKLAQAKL
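IDH1-R132H (0.5 ug/mL) preincubated 30 min with compound, then NADPH (0.016 mM) and alpha-KG (2 mM) added; 80 min at RT, pH 7.5. Remaining NADPH coupled via diaphorase/resazurin to fluorescence (540/590 nm); concentration-response curves normalized to no-enzyme control.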
12-LOX inh: inhibitors of human 12S-lipoxygenase ALOX12. P18054. purified 12hLO, xylenol orange hydroperoxide absorbance. Potency, µM (highest dose often 108 µM), for inactives: top-dose activity change, negative = inhibition, hits mostly inhibitors. actives 1.1% (n = 580,000); note: % is set by controls: 0 for no effect and ±100 for the full control effect
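Purified human 12hLO at 150 nM in 25 mM Hepes, 0.01% Triton X-100, pH 7.0, preincubated 15 min at room temperature with compound. Reaction started with 40 uM arachidonic acid, 30 min at room temperature. Hydroperoxide measured by Fe-xylenol orange, 573/405 nm absorbance ratio.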
TrxR1 substrate: substrates of rat thioredoxin reductase 1; Potency, µM (titrated, usually from 114 µM), without a hit: top-dose activity change, negative = substrate turnover; O89049; AID 588456; actives 0.01% (n = 390,000); purified TrxR1 substrate turnover, NADPH consumption readout; note: % is set by controls: 0 for no effect and ±100 for the full control effect; nearly all actives have a fitted effect of over 50% in size
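Rat TrxR1, dispensed at 90 nM, was prereduced with 400 uM NADPH (final) for 5 min at ~22 deg C, then incubated with compound 15 min before 400 uM selenite. A first-read NADPH fluorescence drop versus no-compound background flagged substrates.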
RGS4 inhibitor: blocks human RGS4-accelerated GTP hydrolysis. P49798. Transcreener GDP fluorescence polarization, RGS4-accelerated GTP hydrolysis. Potency, µM (titrated, usually from 114 µM), inactives show at the highest dose activity change, negative = inhibition, usual class: inhibitors. actives 0.039% (n = 390,000). AID 504845; note: % is set by controls: 0 for no effect and ±100 for the full control effect; nearly all actives have a fitted effect of over 75% in size; some results filed as inactive show a strong effect at the top dose
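MLSMR compounds (23 nl, pin-transferred) preincubated 10 min at room temperature with a 500nM (2x) first reagent, then RGS4 at 900nM (2x) plus Transcreener GDP mix added; fluorescence polarization (620/688 nm) read before and after 90 min at 30 °C.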
Vif-A3F inh: blocks the Vif interaction with APOBEC3F; Potency, µM (series often up to 46.1 µM), without a hit: at the top dose activity, negative = active; actives 0.2% (n = 390,000); HeLa A3F-eYFP + Vif (tagged APOBEC3F with the HIV-1 protein that degrades it), YFP fluorescence increase; note: % of control where 0% means no effect; nearly all actives have a fitted effect of over 65% in size
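HeLa cells stably expressing A3F-eYFP plus Vif, plated and incubated overnight at 37 deg C, then exposed to compounds overnight at 37 deg C. Blocked degradation read as raised yellow fluorescence (Ex 488/Em 500-530).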
USP1 inh: USP1/UAF1 (human) deubiquitinase inhibition; O94782; recombinant USP1/UAF1, Ub-Rhodamine cleavage fluorescence; Potency, µM (doses to about 57.1 µM), for the others: top-dose activity change, negative = inhibition, most hits filed as inhibitors; actives 0.23% (n = 390,000); AID 743255; note: % is set by controls: 0 for no effect and ±100 for the full control effect; nearly all actives have a fitted effect of over 60% in size; inactives centre near -12
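Step one: compound is pinned into 1nM USP1/UAF1 in HEPES pH 7.8 buffer with TCEP. Step two: 15 min room-temperature incubation. Step three: Ub-Rho (150nM final) starts cleavage, tracked by fluorescence over six one-minute reads.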
RXFP1 ag: agonists of human relaxin receptor RXFP1 | Q9HBX9 | HEK293T-RXFP1 cAMP TR-FRET, 30 min; response scale: percent of porcine relaxin response, buffer zero | Potency, µM (highest dose often 57.5 µM), for the others: at the highest dose activation, actives largely listed as activators | actives 0.3% (n = 370,000) | AID 2676; note: % is set by controls: 0 for no effect and ±100 for the full control effect; nearly all actives have a fitted effect of over 60% in size; many of its hits are not listed in these tables
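HEK293T cells stably expressing RXFP1 were pretreated with the PDE4 inhibitor Ro 20174, exposed to compounds for 30 min at 37C, lysed, and cAMP was read by TR-FRET. Data normalized to buffer (basal) and 29 nM porcine relaxin (100%).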
Vif-APOBEC3G blk: Vif-A3G binding inhibition; HeLa A3G-eYFP + Vif (tagged APOBEC3G with the HIV-1 protein that degrades it), YFP fluorescence, overnight; Potency, µM (titrated, usually from 46.1 µM), for inactives: top-dose activity, negative = active, usual class: inhibitors; actives 0.076% (n = 410,000); AID 602310;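 note: % is set by controls: 0 for no effect and ±100 for the full control effect; nearly all actives have a fitted effect of over 60% in size; hits raise eYFP signal because A3G escapes Vif-driven loss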
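Read-out is eYFP fluorescence (Ex 488/Em 500-530) from Vif-expressing HeLa A3G-eYFP cells; more signal means A3G escaped Vif-mediated degradation. Cells plated overnight, compound pinned in, incubated overnight at 37 deg C.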
The depositor's hits bear a star; u = inconclusive; x = not tested or not shown; & = joins results of further samples; ! = repeats disagree; [ ] = dose if it differs, or a comment. Calls come from the whole dose curve; as a rule, active = well fitted curve in the direction sought with a large enough effect; inconclusive = small, poorly fitted or top-dose-only effect, or another doubt; inactive = no such curve, though single readings can be large; an effect the other way counts as inactive or inconclusive. Potency is the fitted concentration of half-maximal effect.

SMILES | rTrxR1 inhibitor | mIDH1 inhibitor | 12-LOX inh | TrxR1 substrate | RGS4 inhibitor | Vif-A3F inh | USP1 inh | RXFP1 ag | Vif-APOBEC3G blk
O=C(C1=C[C@H](c2csc3ccccc23)C[C@H](OCc2ccc(CO)cc2)O1)N1CCCCCCC1 | 24%[57.1 µM] | -2% | -24% | 9%[57.1 µM] | 0% | 0% | 7% | x | -13%
Cc1csc(NC(=O)c2cccnc2)n1 | 14% | -5% | 27% | -3% | 17% | -1% | -10% | 0.3% | 0%
CCc1ccccc1-n1ncc(C(=O)Nc2ccccc2OC)c1C | 9%[57.1 µM] | 8% | -4% | 7%[57.1 µM] | -6% | -3% | -4% | -0.2% | -14%
CN1C(=O)c2ccc(C(=O)Nc3ccccc3O)cc2C1=O | 12% | -9% | 34%[activator] | -6% | 10% | 2% | -18% | -0.5% | 2%
CC(O)CNc1cnccn1 (stereo not given) | 34% | 20% | -6% | 38%[activator] | 2% | 6% | -16% | -0.8% | 0%
Cc1ccccc1NC(=O)CSc1nc2ccccc2c(=O)n1C | 6%[57.1 µM] | -1% | -11% | 3%[57.1 µM] | 23% | 6% | -12% | 0.5% | -1%
CC1CCc2sc(C(=O)Nc3ccc(C(N)=O)cc3)cc2C1 (stereo not given) | 13% | 10% | -7% | 9% | -10% | -1% | -20% | 3.2% | 0%
O=C(c1ccc(NS(=O)(=O)c2ccc3[nH]c(=O)[nH]c3c2)cc1)N1CCN(c2ccccc2O)CC1 | -6% | -6% | -1% | -9%[57.1 µM] | -6% | 7% | -11% | -0.5% | 1%
CC(=O)Sc1nc(-c2ccccc2)[nH]c1S(=O)(=O)c1ccc(C)cc1 | -7%[57.1 µM] | 9% | x | 0%[57.1 µM] | u | 6% | -15% | 1.0% | 2%
Cc1ccc(C)c(NC(=O)CN(C)S(=O)(=O)c2cccc3cccnc23)c1 | 33%&12% | 1%&26% | 0%&-24% | 10%&4% | -2%&-29% | -25%&-1% | -12%&-17% | -1.2%&0.2% | 0%&4%
CN(C(=O)CSc1nc(-c2ccccc2)no1)c1ccc(F)cc1 | 14%[57.1 µM] | -12% | -16% | 1%[57.1 µM] | -10% | -6% | -2% | 0.5% | 2%
CCCCn1cc(S(=O)(=O)c2ccccc2)c(=O)c2cc(C)ccc21 | 7% | -10% | -1% | -7% | -15% | 1% | -9% | 0.2% | -1%
O=C(NCCCc1ccccc1)Nc1cccc(Cl)c1 | -8% | 5% | -8% | -13% | -10% | -8% | -15% | 0.4% | 1%
C[C@H]1CN=C(N(C)C)N1CCc1ccc(F)cc1 | 6%[57.1 µM] | -2% | -3% | 3%[57.1 µM] | -15% | -6% | -20% | 0.1% | 2%
N#C/C(=C\c1ccc(O)c(O)c1)C(=O)NCCCc1ccccc1 | 5%[57.1 µM] | -7% | 28µM*! | 6%[57.1 µM] | u | 3% | 2% | 4.9% | -4%
N#Cc1cccc(S(=O)(=O)NCC(=O)OCC(=O)NCc2ccccc2)c1 | -8% | -6% | 105%[activator] | -3% | 2% | -8% | -2% | 1.9% | 0%
CSc1nc(Nc2ccc(C)cc2C)cc(-c2ccccc2)n1 | 25% | -13% | 4% | 9% | 17% | -5% | u | 1.3% | 1%
Cc1ccc(C)c(Cn2c(=O)n(CCCC(=O)NCc3ccc4c(c3)OCO4)c(=O)c3sccc32)c1 | 25% | -14% | -16% | 6% | 2% | -30% | -23% | 4.3% | u
COc1ccc(CNC(=O)Cn2ncc3c4ccccc4n(Cc4cccc(Cl)c4)c3c2=O)cc1 | -9% | 0% | u | -4% | 25% | u | u | 21% | -9%
C/C(N)=C(/C#N)C(=O)COC(=O)c1ccc(C#N)cc1 | 30%[57.1 µM] | 7% | -7% | -2%[57.1 µM] | -22% | 13% | -18% | 2.5% | 3%

Ordered by SMILES length (low to high): some entries from above
SMILES | rTrxR1 inhibitor | mIDH1 inhibitor | 12-LOX inh | TrxR1 substrate | RGS4 inhibitor | Vif-A3F inh | USP1 inh | RXFP1 ag | Vif-APOBEC3G blk
Cc1csc(NC(=O)c2cccnc2)n1 | 14% | -5% | 27% | -3% | 17% | -1% | -10% | 0.3% | 0%
CSc1nc(Nc2ccc(C)cc2C)cc(-c2ccccc2)n1 | 25% | -13% | 4% | 9% | 17% | -5% | u | 1.3% | 1%
CN1C(=O)c2ccc(C(=O)Nc3ccccc3O)cc2C1=O | 12% | -9% | 34%[activator] | -6% | 10% | 2% | -18% | -0.5% | 2%
CC1CCc2sc(C(=O)Nc3ccc(C(N)=O)cc3)cc2C1 (stereo not given) | 13% | 10% | -7% | 9% | -10% | -1% | -20% | 3.2% | 0%
CCCCn1cc(S(=O)(=O)c2ccccc2)c(=O)c2cc(C)ccc21 | 7% | -10% | -1% | -7% | -15% | 1% | -9% | 0.2% | -1%
N#Cc1cccc(S(=O)(=O)NCC(=O)OCC(=O)NCc2ccccc2)c1 | -8% | -6% | 105%[activator] | -3% | 2% | -8% | -2% | 1.9% | 0%
O=C(C1=C[C@H](c2csc3ccccc23)C[C@H](OCc2ccc(CO)cc2)O1)N1CCCCCCC1 | 24%[57.1 µM] | -2% | -24% | 9%[57.1 µM] | 0% | 0% | 7% | x | -13%
O=C(c1ccc(NS(=O)(=O)c2ccc3[nH]c(=O)[nH]c3c2)cc1)N1CCN(c2ccccc2O)CC1 | -6% | -6% | -1% | -9%[57.1 µM] | -6% | 7% | -11% | -0.5% | 1%

Next records follow.
SMILES | rTrxR1 inhibitor | mIDH1 inhibitor | 12-LOX inh | TrxR1 substrate | RGS4 inhibitor | Vif-A3F inh | USP1 inh | RXFP1 ag | Vif-APOBEC3G blk
CC(C)C[C@H](NC(=O)c1nc[nH]c1C(=O)N[C@@H](CC(C)C)C(=O)OC(C)(C)C)C(=O)OCc1ccccc1 | 30% | -1%[38.3 µM] | 74%[activator] | -6% | -12% | u | u | -0.2% | -9%
O=c1nc(SCc2ccccc2Cl)nc(-c2ccc(Cl)cc2)[nH]1 | 10%[57.1 µM] | 12% | u | 6%[57.1 µM] | 9% | -2% | -23% | 0.0% | -2%
Cn1c(=O)n(C)c2cc(NC(=O)c3ccc(F)cc3)c(Br)cc21 | 10%[57.1 µM] | 7% | 0% | 9%[2.29 µM] | -11% | u | -10% | 5.6% | -1%
Cc1scc(C(=O)NCc2ccco2)c1-c1ccccc1 | 14µM* | 3% | u | -1% | -53% | u | -3% | 1.8% | -6%
CC(OC(=O)C1CCCCC1)C(=O)Nc1cccc([N+](=O)[O-])c1 (stereo not given) | 32%[activator] | -6% | 25% | 0% | 7% | 5% | -22% | 1.0% | 2%
O=c1c([N+](=O)[O-])cc(C(F)(F)F)cn1Cc1c(Cl)cccc1Cl | -8% | 4% | -3% | 3% | -16% | -9% | 2% | 0.4% | 1%
CCCn1c2ccccc2c2cnn(CC(=O)NC(C)CC)c(=O)c21 (stereo not given) | 18%&4% | 5%&-14% | 76%&-13%[activator] | 12%&5% | 3%&12% | -9%&0% | -18%&-16% | 8.0%&-3.3% | -9%&4%
CCOc1cccc2cc(C(N)=O)c(=NCc3ccccc3)oc12 | 1%[57.1 µM] | 6% | 1% | 6%[57.1 µM] | -8% | u | -20% | -1.0% | -6%
CC(O)c1nc2ccccc2n1Cc1ccccc1 (stereo not given) | 30% | 5% | u | 9% | 5% | -2% | -19% | -2.8% | -1%
Nc1nc2ccccc2n1/N=C/c1ccc(Br)cc1 | -7% | 8% | -1% | -1% | -6% | -11% | -16% | -2.0% | -11%
CCOC(=O)c1cc(OC(=O)c2ccc(OC)cc2)n(-c2ccccc2)n1 | -18% | -1% | u | 1% | -19% | -3% | -13% | -3.4% | -1%
c1ccc2cc(Sc3ncnc4c3oc3ccccc34)ccc2c1 | 8% | 3% | -9% | 0% | -16% | 3% | -13% | 5.4% | -1%
O=C(O)c1ccccc1NCc1cccs1 | 13% | 5% | -19% | 34%[activator] | 18% | -14% | -6% | 1.2% | 3%
COc1cc(CC(=O)O)ccc1O | u | 10% | -10%&11% | 7%[57.1 µM] | u | 3% | 8% | -3.8% | 0%
Cc1ccc(OCC(=O)NCCNC(=O)c2ccccn2)cc1 | -4% | -7% | 0% | -5% | 16% | -13% | -20% | 1.1% | -3%
COc1ccccc1C(=O)NC(=S)Nc1cccc2cc(O)ccc12 | u | -3% | 402%[activator] | -5% | -2% | 0% | -15% | x | 1%
CC(=O)Nc1ccc(Oc2cnccn2)cc1 | -8% | 3% | -24% | -8% | -3% | -13% | 3% | -0.4% | 2%
Cc1n[nH]c(=O)c2c1nnn2Cc1ccccc1Cl | 12%[57.1 µM] | 9% | 18% | 7%[57.1 µM] | 25% | -8% | u | 0.9% | 0%
O=C(NCCSc1c[nH]c2ccccc12)c1ccc(Br)o1 | 2%[57.1 µM] | 5% | 3%[57.4 µM] | 3%[57.1 µM] | -2% | 2% | -15% | 0.0% | -2%

A portion of the library; rates above refer to the full screens.
